Bioassay records: PubChem, several laboratories
BH1578 lux ind: inducers of Vibrio cholerae quorum light production without autoinducers. V. cholerae BH1578 lux reporter, luminescence, 6 h. activation, % at 18.7 µM. 0.16% of 350,000 active; in the data active = activation mostly above about 9.7%, no sharp cut-off; also: not every result past the cut was called active; inactives centre near 0; reference of the scale not given here
GDH-TPI inh: inhibits GDH-TPI coupling enzymes, artifact for Mtb FBA screen | GDH-TPI coupled enzyme counterscreen, NADH absorbance | inhibition, % at 4.8 µM | 1.2% of 360,000 active | AID 588335; in the data active = inhibition above about 30%;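 also: 0% = DMSO wells and 100% = wells lacking the enzyme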
SSB-PriA inh: blocks PriA binding to SSB C-terminal tail | AlphaScreen SSBct-PriA binding, biotinylated peptide | inhibition, % at 33 µM | 0.6% of 430,000 active | AID 1272365; in the data active = inhibition mostly above about 37%, no sharp cut-off; inactive = mostly below about 20%;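 also: plate controls were negative control peptide for no effect and reference peptide for full effect; strong numbers were not always called active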
FBA Mtb inh: inhibits M. tuberculosis FBA enzyme | inhibition, % at 1 µM | P9WQA3 | AID 588726 | 2.3% of 360,000 active | purified M. tuberculosis FBA, fluorescence read-out; in the data active = inhibition above about 27%;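 also: 0% = vehicle and 100% = reference inhibitor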
Target sequence (P9WQA3 whole entry, looked up): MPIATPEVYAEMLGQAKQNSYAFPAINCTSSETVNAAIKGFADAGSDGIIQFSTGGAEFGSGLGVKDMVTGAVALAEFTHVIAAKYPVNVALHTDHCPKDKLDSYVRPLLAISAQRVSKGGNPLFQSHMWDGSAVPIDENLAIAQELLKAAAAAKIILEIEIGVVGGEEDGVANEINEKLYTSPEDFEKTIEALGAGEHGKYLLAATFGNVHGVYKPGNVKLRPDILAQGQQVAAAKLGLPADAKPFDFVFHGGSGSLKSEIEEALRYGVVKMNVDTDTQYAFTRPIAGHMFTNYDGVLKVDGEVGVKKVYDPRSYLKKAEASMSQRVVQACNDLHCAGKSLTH
SARS 3CLpro inh: SARS-CoV 3CLpro protease inhibition; recombinant SARS-CoV 3CLpro, quenched FRET peptide cleavage; inhibition, % at 6 µM; 0.14% of 290,000 active; P0C6X7; in the data active = inhibition above about 12%
MazF activator: activators of E. coli MazEF toxin-antitoxin RNase | AID 504720 | 0.32% of 350,000 active | activation, % at 20 µM | FAM/BHQ RNA-DNA oligo cleavage fluorescence, 5 h | P0AE70; in the data active = activation above about 50%
Target sequence (P0AE70 whole entry, looked up): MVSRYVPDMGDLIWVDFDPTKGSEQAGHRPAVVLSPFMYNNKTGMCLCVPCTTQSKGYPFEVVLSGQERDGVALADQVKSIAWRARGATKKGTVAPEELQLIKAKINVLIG
Rv3671c protease: inhibitors of M. tuberculosis serine protease Rv3671c. inhibition, % at 5.96 µM. 0.048% of 320,000 active. AID 2606; in the data active = inhibition above about 38%;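 also: extracellular domain of Rv3671c used as enzyme; 0% = enzyme with DMSO and 100% = no enzyme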
Mtb BioA inh: inhibitors of Mycobacterium tuberculosis BioA enzyme | purified M. tuberculosis BioA enzyme, plate reader | inhibition, % at 9.99 µM | 0.096% of 360,000 active | AID 602481; in the data active = inhibition above about 40%
Mtb UGM inh: inhibitors of M. tuberculosis UDP-galactopyranose mutase | P9WIQ1 | purified UGM, fluorescence polarization probe displacement | inhibition, % at 10 µM | 0.06% of 320,000 active | AID 504406; in the data active = inhibition above about 10%, passing the limit was not always enough
DUSP3 inh: inhibitors of human VHR1 phosphatase (DUSP3) | P51452 | recombinant VHR phosphatase, pNPP absorbance | inhibition, % at 13.3 µM | 0.52% of 290,000 active | AID 1654; in the data active = inhibition above about 50%; also: some compounds called inactive have numbers as strong as hits
Target sequence (P51452 whole entry, looked up): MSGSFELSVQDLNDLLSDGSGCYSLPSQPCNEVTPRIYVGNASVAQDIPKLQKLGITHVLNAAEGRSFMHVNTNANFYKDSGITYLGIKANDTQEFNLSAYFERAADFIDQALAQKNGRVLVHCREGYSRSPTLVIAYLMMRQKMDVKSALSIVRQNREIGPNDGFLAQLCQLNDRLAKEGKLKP
Active calls of the source: *; i = inactive; . = not tested or not shown; & = joins results of further samples. A portion of the library, so the mix of outcomes need not match the whole.

The line under a structure holds: BH1578 lux ind	GDH-TPI inh	SSB-PriA inh	FBA Mtb inh	SARS 3CLpro inh	MazF activator	Rv3671c protease	Mtb BioA inh	Mtb UGM inh	DUSP3 inh
#1 O=S(=O)(c1ccccc1C(F)(F)F)N1CCC(n2cnc3ccccc32)CC1
  i	6	2	-3	-2	7	-8	-0.7	0.8	37
#2 N#CC(C(=O)C1CCCCC1)c1nc2ccccc2[nH]1 (configuration not stated)
  i	5	-9	2	-1	-2	1	-1.3	-1.2	2
#3 O=C(C#Cc1cccc([N+](=O)[O-])c1)c1ccccc1
  i	9	.	2	0	.	5	5.4	0.2	12
#4 CCCCNc1c(-c2ccc(OC)c(Sc3ccc(OC)cc3)c2)nc2cnccn12
  i	5	3	20	.	-4	-4	-0.8	-2.6	.
#5 O=C(/C=C/c1ccccc1Cl)NC(=S)Nc1ccccc1C(=O)NC1CCCCC1
  -7.1	1	-11	-1	-4	-13	0	-0.3	2.0	13
#6 O=C(NC1CC1)C1=C[C@H](c2csc3ccccc23)C[C@H](OCCCCO)O1
  -0.6	0	-8	0	-1	0	-1	-1.4	0.5	10
#7 COc1cccc(-c2noc(-c3ccc(Cl)nc3)n2)c1
  0.3	-3	-6	2	-2	-11	1	.	-2.1	17
#8 CC(C)(C)C(=O)Cn1nc(Cl)nc1Cl
  -0.2	-9	-6	-2	-4	4	-11	.	0.4	0
#9 CC1CCC2C(C1)Nc1c(C(=O)O)cccc1C2(C)C (configuration not stated)
  -0.6	9	2	77*	6	1	-4	.	-0.5	18
#10 O=C(Cc1ccc(-n2c(=O)c3ccccc3n(Cc3ccccc3F)c2=O)cc1)NCC1CCCO1 (configuration not stated)
  -0.2	15	1	2	2	-33	2	6.5	3.7	8
#11 Cc1cc(C2C(=O)C(C(=O)c3ccc(Cl)cc3)C(=O)CC2(C)C)on1 (configuration not stated)
  -0.8	-4	-8	3	3	1	1	-1.4	6.2	10
#12 O=S(=O)(NCCc1cccs1)c1ccc(Br)cc1
  -0.3	5	-25	0	5	0	-5	.	6.4	-19
#13 O=C(NCc1ccc(F)cc1)c1cnc2sccn2c1=O
  -0.2	27	5	9	.	7	4	5.4	-0.3	-9
#14 O=C(N/N=C/c1cccnc1)c1cc(Br)ccc1O
  i	16	.	1	2	-3	-2	-1.7	1.5	14
#15 C[C@H]1CN([C@@H](C)CO)C(=O)CCCn2cc(nn2)CO[C@@H]1CN(C)C(=O)Nc1ccccc1
  -0.4	5	.	0	.	6	.	-1.1&-1.1	.	.
#16 O=C(c1cccc(S(=O)(=O)N2CCc3ccccc32)c1)N1CCOCC1
  288*	-1	-8	-1	.	7	-6	-0.6	-0.5	.
#17 O=C(CP(=O)(c1ccccc1)c1ccccc1)Nc1nc2ccccc2s1
  -0.4	1	-5	1	2	8	8	.	-2.5	0
#18 COc1ccccc1C1C([N+](=O)[O-])=C(N)Oc2c1c(=O)oc1ccccc21 (configuration not stated)
  -0.6	5	-1	1	6	-3	5	.	-0.1	12
#19 CCOC(=O)C1CCN(C(=O)/C(C)=C\c2ccccc2)CC1
  -0.3	11	-4	3	2	-8	1	.	-1.4	32
#20 CC1(C)NC(=O)N(CCCCOc2cccc(C(F)(F)F)c2)C1=O
  i	-2	-16	3	-2	7	3	0.5	2.3	8
#21 CCCCCCCCCOC1OC(CO)C(O)C(O)C1NC(C)=O (configuration not stated)
  i	3	-9	1	5	1	-1	.	4.1	4
#22 CCN(Cc1nc2ccccc2c(=O)[nH]1)C(=O)c1cccc(OCc2c(C)noc2C)c1
  i	8	-3	-2	.	-4	.	0.8	.	.
#23 CC(C)CCCCCCNC(=S)Nc1ccc(S(=O)(=O)N2CCOCC2)cc1
  -0.1	9	-10	-1	6	-2	-96	-0.4	-0.4	-7
#24 Cc1cc(S(=O)(=O)Nc2c(C(=O)O)[nH]c3ccccc23)ccc1F
  i	-2	-8	-1	2	6	-7	-1.3	2.1	11
#25 O=C(Nc1cccc(Cl)c1)C1COc2ccccc2O1 (configuration not stated)
  i	-1	-37	2	2	4	4	0.8	3.6	12
#26 Cc1nc2cc(NC(=O)COc3ccccc3C#N)ccc2n1-c1ccccc1
  i	9	-5	2	-4	4	-25	-1.3	4.4	12
#27 CC(C)(C)c1ccc(-n2ncc3c2CCCC3NC(=O)CCC2=NNC(=O)CC2)cc1 (configuration not stated)
  i	4	.	1	.	-3	.	-1.0	.	.
#28 CCOc1ccc2nc(COC(=O)c3cccs3)c(C(C)=O)[n+]([O-])c2c1
  -0.8	13	12	0	0	3	2	.	0.8	17
#29 COc1ccc(S(=O)(=O)NC(=O)C2(C)CCN2C(=O)CCC2CCCC2)cc1OC (configuration not stated)
  i	2	.	0	.	.	.	1.1	.	.
#30 COc1ccc(NC(=O)Nc2cccc3c2O[C@H](CN(C)S(C)(=O)=O)[C@@H](C)CN([C@H](C)CO)C3=O)cc1
  i	4	7	4	.	8	1	-0.5&-0.1	2.7	.
#31 CCn1c(SC)nnc1C1CCN(S(=O)(=O)c2ccc(OC)cc2)CC1
  i	17	-12	-6	-6	0	3	1.4	-1.4	29
#32 COc1ccc(N2C(=O)CC(N3CCN(Cc4ccc5c(c4)OCO5)CC3)C2=O)cc1 (configuration not stated)
  i	-7	-10	-2	0	11	-3	.	0.1	20
#33 O=C(Nc1ccc(F)cc1F)c1ccc2c(=O)n3c(nc2c1)CCC3
  i	-2	-14	-2	.	3	.	0.2	.	.
#34 FC(F)(F)c1ccccc1NC(=S)N1CCCC1
  -0.4	6	-15	0	-1	0	1	-1.0	-0.7	18
#35 COc1ccccc1CN1C[C@@H]2C[C@@H](c3[nH]c4ccc(C)cc4c3C)N3CCC[C@@]23C1=O
  i	-3	13	6	-3	7	8	-0.5	-2.0	5
#36 O=C(Nc1nnc(Cc2ccccc2)s1)c1ccco1
  -1.5	26	2	-2	-2	-3	5	0.0	1.3	-19
#37 O=C(CNc1cc(S(=O)(=O)N2CCOCC2)ccc1NCC1CCCO1)Nc1ccc(C(F)(F)F)cc1 (configuration not stated)
  i	-5	-6	0	.	10	4	.	1.1	.
#38 COc1ccc(C)c2sc(N(CCCN(C)C)C(=O)c3ccc(S(=O)(=O)N(C)C)cc3)nc12
  -0.3	12	-14	-5	-1	19	2	3.2	2.0	-5
#39 CCC(CC)c1nnc(NS(=O)(=O)Cc2ccccc2)s1
  i	-9	-13	-5	3	5	5	0.9	-1.0	13
#40 O=C(Nc1cccc(F)c1)c1ccco1
  i	-1	-2	4	-2	2	17	-1.5	-0.8	2
#41 C/C(=N\N1C(C)CCCC1C)c1ccccc1O (configuration not stated)
  i	3	.	2	-5	-2	-4	-2.2	-0.3	53*
#42 COc1ccc(-c2cc3cc(C(=O)O)ccn3c2C(=O)c2ccccc2)cc1
  -0.6	4	2	5	2	-9	1	1.1	3.8	12
#43 Cc1c(Cl)cccc1NC(=S)N1CCCN(Cc2ccccc2F)C1
  i	4	12	5	1	9	-61	.	-0.6	26
#44 CCC(=NC1CCN(Cc2ccccc2)CC1)c1c(O)[nH]c(=O)[nH]c1=O
  -0.3	-4	-16	-4	0	2	2	-2.5	0.1	-10
#45 O=c1cc(CSc2ccc(S(=O)(=O)N3CCCCC3)cn2)nc2sccn12
  -6.2	0	-6	1	-1	-2	7	-1.9	1.1	-1
#46 COC1(OC)N=C(N)C2(C#N)C(c3ccc(F)cc3)C12C#N (configuration not stated)
  i	-5	-15	5	1	-3	-5	-1.0	1.4	13
#47 COc1ccc(Cc2noc(-c3ccc(C)cc3)n2)cc1
  i	11	-25	1	1	-8	-6	-3.3	1.4	-20
#48 CC1(C)OC(=O)C(=CNC(CO)C(=O)O)C(=O)O1 (configuration not stated)
  -0.5	6	-24	-1	-1	3	1	0.3	0.1	4
#49 Cc1cc(SCC(=O)c2cccs2)n2nc(C)c(-c3ccc(Cl)cc3)c2n1
  -0.5	12	1	1	3	-7	1	.	-3.0	5
#50 O=C(NC1CCCCC1)c1c(O)nc2sccn2c1=O
  i	-5	-2	5	.	6	14	0.2	2.3	.
#51 CC(C)(C)C(=O)Nc1nnc(-c2ccccc2)c(-c2ccccc2)n1
  -0.9	22	-9	-2	5	2	2	.	0.2	25
#52 O=C(O)c1ccccc1N/N=C/c1cc(Br)cc(Br)c1O
  -0.4	11	.	9	5	-6	5	0.3	0.2	5
#53 O=S(=O)(c1ccc(F)cc1)N1CCn2c(nc3ccccc32)C1
  -0.3	-5	2	1	0	19	-2	-0.7	-2.6	29
#54 O=C(Nc1cccc(Cl)c1)c1csc([C@@H]2C[C@H](O)[C@@H](CO)O2)n1
  0.3	14	.	4	.	.	.	-1.2	.	.

6 records drawn at random from those above:
The line under a structure holds: BH1578 lux ind	GDH-TPI inh	SSB-PriA inh	FBA Mtb inh	SARS 3CLpro inh	MazF activator	Rv3671c protease	Mtb BioA inh	Mtb UGM inh	DUSP3 inh
#44 CCC(=NC1CCN(Cc2ccccc2)CC1)c1c(O)[nH]c(=O)[nH]c1=O
  -0.3	-4	-16	-4	0	2	2	-2.5	0.1	-10
#49 Cc1cc(SCC(=O)c2cccs2)n2nc(C)c(-c3ccc(Cl)cc3)c2n1
  -0.5	12	1	1	3	-7	1	.	-3.0	5
#42 COc1ccc(-c2cc3cc(C(=O)O)ccn3c2C(=O)c2ccccc2)cc1
  -0.6	4	2	5	2	-9	1	1.1	3.8	12
#48 CC1(C)OC(=O)C(=CNC(CO)C(=O)O)C(=O)O1 (configuration not stated)
  -0.5	6	-24	-1	-1	3	1	0.3	0.1	4
#52 O=C(O)c1ccccc1N/N=C/c1cc(Br)cc(Br)c1O
  -0.4	11	.	9	5	-6	5	0.3	0.2	5
#46 COC1(OC)N=C(N)C2(C#N)C(c3ccc(F)cc3)C12C#N (configuration not stated)
  i	-5	-15	5	1	-3	-5	-1.0	1.4	13
